Pol eta inh – blocks human DNA polymerase eta activity; recombinant Pol eta, fluorescent DNA replication assay; Potency, µM (doses to about 114 µM), for the others: at the highest dose activity change, negative = inhibition, most hits filed as inhibitors; Q9Y253; actives 1.2% (n = 390,000); also: potency is read from the fitted curve at half-maximal effect; % is scaled to controls: 0 for no effect and ±100 for the full control effect
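Fluorescent replication assay: 50 nM final substrate added after a 15 min room-temperature compound preincubation with 10 nM enzyme. Signal taken at 0 min and again at 10 min.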
POLI inh – blocks human DNA polymerase iota activity; actives 1% (n = 390,000); Pol iota fluorescent replication assay, 10 min; Potency, µM (doses to about 115 µM), for inactives: at the top dose activity, negative = inhibition, usual class: inhibitors; also: potency is read from the fitted curve at half-maximal effect
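Fluorescent replication assay read twice, at 0 min and 10 min after adding 50 nM (final) substrate. Enzyme (10 nM) and compounds were first incubated 15 min at room temperature; enzyme-free buffer wells were negative controls.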
Pol beta inh – inhibitors of human DNA polymerase beta. P06746. Pol beta primer extension/strand displacement, fluorescence kinetic. Potency, µM (highest dose often 114 µM), without a hit: top-dose activity change, negative = inhibition, actives largely listed as inhibitors. actives 1.3% (n = 340,000); also: potency is read from the fitted curve at half-maximal effect; % is scaled to controls: 0 for no effect and ±100 for the full control effect
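Human Pol beta at 10 nM; strand-displacement substrate 50 nM final. Compound exposure 15 min at room temperature before start, reaction 10 min at room temperature.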
Apoferritin bind – candidate novel general anesthetic via apoferritin binding | apoferritin/1-aminoanthracene competitive binding, fluorescence | Potency, µM (titrated, usually from 77.5 µM), without a hit: at the highest dose activity change, negative = displacement, most hits filed as inhibitors | actives 0.074% (n = 350,000); also: potency is read from the fitted curve at half-maximal effect; % is scaled to controls: 0 for no effect and ±100 for the full control effect; nearly all actives have a fitted effect of over 20% in size
Target sequence (P02791 2-175 limits assumed): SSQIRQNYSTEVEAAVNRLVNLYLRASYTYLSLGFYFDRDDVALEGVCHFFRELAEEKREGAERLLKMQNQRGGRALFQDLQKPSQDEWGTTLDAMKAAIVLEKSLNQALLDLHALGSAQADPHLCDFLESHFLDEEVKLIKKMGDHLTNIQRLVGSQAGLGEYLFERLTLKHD
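Read-out: endpoint 1-AMA fluorescence, excitation 380 nm and emission 535 nm, after compounds sit 10 min at room temperature with 10 uM horse-spleen apoferritin in 50% saturated 1-AMA/PBS. Values come from four-parameter Hill fits.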
POLK inh – inhibitors of human DNA polymerase kappa. Q9UBT6. purified Pol kappa, fluorescent DNA synthesis assay, 10 min. Potency, µM (titrated, usually from 107 µM), inactives show top-dose activity, negative = inhibition, actives largely listed as inhibitors. actives 0.53% (n = 400,000); also: potency is read from the fitted curve at half-maximal effect; % is scaled to controls: 0 for no effect and ±100 for the full control effect
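Kinetic fluorescence screen: compound preincubated 15 min RT with 10 nM enzyme; 50 nM substrate (final) initiates; reads at 0/10 min.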
LDHA inh – blocks human lactate dehydrogenase A | actives 0.15% (n = 480,000) | activity change, % (values are at about 110 or 230 µM) | P00338 | purified LDHA, NADH/diaphorase-resazurin fluorescence; active compounds read low; in the data active = activity change below about -30%; inconclusive = mostly about -25% to -30%;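 also: plate controls were DMSO wells for no effect and wells without enzyme for full effect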
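Enzyme activity of human lactate dehydrogenase 5 (2 nM; 0.06 mM NADH, 0.2 mM pyruvate, 5 min, RT) is measured via a resazurin/diaphorase fluorescence readout of residual NADH.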
BLM helicase inh – inhibitors of human Bloom syndrome helicase BLM. actives 0.2% (n = 350,000). AID 2528. P54132. Potency, µM (titrated, usually from 56.1 µM), for the others: at the top dose activity change, negative = inhibition, actives largely listed as inhibitors. recombinant BLM DNA unwinding, fluorescence dequenching;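 also: potency is read from the fitted curve at half-maximal effect; plate controls were vehicle for no effect and no enzyme for full effect; nearly all actives have a fitted effect of over 35% in size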
APEX1 inh – blocks human APE1 abasic DNA cleavage. P27695. recombinant APE1, TAMRA/BHQ-2 abasic DNA cleavage fluorescence. Potency, µM (series often up to 65.8 µM), for the others: top-dose activity change, negative = inhibition, most hits filed as inhibitors. actives 0.35% (n = 350,000). AID 2517;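 also: potency is read from the fitted curve at half-maximal effect; plate controls were vehicle for no effect and reference inhibitor for full effect; nearly all actives have a fitted effect of over 55% in size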
Target sequence (P27695 whole entry, looked up): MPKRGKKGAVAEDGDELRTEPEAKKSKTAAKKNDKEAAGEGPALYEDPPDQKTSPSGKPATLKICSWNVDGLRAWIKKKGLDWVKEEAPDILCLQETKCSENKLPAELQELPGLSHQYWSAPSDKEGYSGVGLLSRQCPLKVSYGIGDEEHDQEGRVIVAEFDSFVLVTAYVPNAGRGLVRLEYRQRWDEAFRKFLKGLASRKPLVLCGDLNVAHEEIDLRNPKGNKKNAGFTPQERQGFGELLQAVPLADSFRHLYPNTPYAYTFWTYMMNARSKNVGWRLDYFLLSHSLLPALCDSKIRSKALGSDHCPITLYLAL
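APE1 at 0.75 nM preincubated 15 min at room temperature with compound. Reaction then started with 50 nM double-stranded THF-abasic substrate labelled with TAMRA/BHQ-2, and 525/598 nm fluorescence read kinetically. Activity taken as third-minus-first read difference, normalized to DMSO and NSC13755 controls.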
Glioma ERSR ind – ER stress response induction in glioma; U87-MG GRP78 promoter luciferase reporter, 16 h; Potency, µM, for the others: at the highest dose activation, most hits filed as activators; actives 0.02% (n = 420,000); AID 602332; also: potency is read from the fitted curve at half-maximal effect; series mostly up to about 76 µM; % of control where 0% means no effect; nearly all actives have a fitted effect of over 35% in size
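Stably transfected U87-MG human glioma cells carrying a GRP78-based luminescent sensor were seeded at 1000 cells/well, pin-dosed with compounds and incubated 16 h. Luciferase reagent was then added, and end-point luminescence was read after 10 min at room temperature.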
An asterisk follows results filed as active; ? = inconclusive; . = not tested or not shown; [ ] = another dose, or the depositor's remark. Unless noted, calls follow the shape of the dose curve; as a rule, active = well fitted curve in the direction sought with a large enough effect; inconclusive = small, poorly fitted or top-dose-only effect, or another doubt; inactive = no such curve, though single readings can be large; an effect the other way counts as inactive or inconclusive.

SMILES	Pol eta inh	POLI inh	Pol beta inh	Apoferritin bind	POLK inh	LDHA inh	BLM helicase inh	APEX1 inh	Glioma ERSR ind
Cn1c(=O)oc2cc(S(=O)(=O)N3CCCC(C(=O)Nc4ccc(Br)cc4F)C3)ccc21 (stereo not given)	-11%	70%[activator]	-1%	2%	-22%	-11	-4%	.	-2%
O=C(NC1CCCc2ccccc21)N[C@@H](Cc1ccccc1)C(=O)O (stereo not given in full)	-16%	41%[activator]	34%	0%	-8%	1	-1%	11%	-3%
Cc1ccc(CNCCNCCO)s1	-22%	115%[activator]	40%	-3%	-5%	0	1%	0%	-1%
O=C(NCCCN1CCOCC1)c1cnn2c(-c3ccccc3)cc(-c3ccccc3)nc12	?	-2%	44%	-5%	2%	2	47%[activator]	15%	2%
COc1ccc(OC)c(N(CC(N)=O)S(=O)(=O)c2ccc(OC)c(OC)c2)c1	-12%	11%[58.9 µM]	16%	2%	0%	-6	-2%	3%	-7%
O=C1/C(=C/c2ccccc2F)SC(=S)N1CC(=O)N1CCCCC1c1cccnc1 (stereo not given)	-8%	-14%	5%	?	6%	0	-5%	-8%	-13%
Fc1ccc(Cn2c(-c3cscn3)nc3ccccc32)c(Cl)c1	-1%	9%	10%	-14%	-2%	-2	-1%	2%	-1%
Cc1ccc(-c2c3c(nc4sc(C(N)=O)c(N)c24)CCCC3)o1	-18%	36%[activator]	-1%	4%	-26%	12	-18%	0%	-3%
O=C(NCCC1CCCCN1S(=O)(=O)c1ccccc1)C(=O)NCc1ccccn1 (stereo not given)	1%	35%[activator]	.	.	-17%	-6	.	13%	-1%
CC1=CCC(C(=O)O)(C(=O)N/N=C/c2cccs2)C(c2ccc([N+](=O)[O-])cc2)C1 (stereo not given)	-12%	-6%	6%	?	-19%	3	-5%	-4%	-9%
CC(=O)c1cc(C)ccc1OC(=O)c1ccncc1	-2%	?	2%	-2%	-18%	-3	6%	-13%	2%
CC1CCc2sc(C(=O)NCc3ccccn3)cc2C1 (stereo not given)	-17%	-1%	.	.	7%	0	.	-9%	?
COCCCNC(=O)C1CCCCN1S(=O)(=O)c1ccc(F)cc1 (stereo not given)	-3%	0%	5%	-5%	-5%	-1	1%	-3%	-4%
O=C(Cc1ccc(Cl)cc1)Nc1ccc(-c2cc3ccccc3oc2=O)c(Cl)c1	-6%	17%	9%	4%	-6%	-9	-1%	-8%	-5%
Cc1ccc(S(=O)(=O)N2C[C@@H]3CCCC[C@@H]3[C@@H](C)[C@H]2c2cn(Cc3ccccc3)c3ncccc23)cc1	-4%	-11%	.	.	9%	1	.	3%	-4%
CN1C2=CC=CC=CC2=[N+](C)C12C([N+](=O)[O-])=CC(=[N+]([O-])[O-])C=C2[N+](=O)[O-] (stereo not given)	1%	41%[activator]	20%	-8%	-20%	5	-13%	-3%	?
CCCCOCCCn1c(-c2ccco2)nc2nc3ccccc3nc21	-12%	4%	2%	239%[activator]	-4%	0	-5%	0%	0%
CCCCOc1ccc(C(=O)N2CCNC(=O)C2CC(=O)OC(C)C)cc1 (stereo not given)	4%	41%[activator]	31%	-6%	8%	1	-2%	1%	-3%
COc1ccc(C(=O)NCc2n[nH]c(=S)n2-c2ccccc2)cc1OC	-10%	-24%	-3%	-3%	-2%	-9	0%	2%	0%
CC(C)(C)c1ccccc1NC(=O)NC1CCN(Cc2c(F)cccc2Cl)CC1	-14%	31%[activator]	2%	14%	-6%	-8	1%	2%	-2%
Nc1ncnc2c1ncn2[C@@H]1O[C@H](CNCc2cccc(C#Cc3ccccc3)c2)[C@@H](O)[C@H]1O	4%	63%	.	.	0%	3	.	12%	-1%
CC(=O)Nn1c(COc2ccccc2C)nc2ccccc2c1=O	5%	1%	34%	-7%	-16%	-3	-2%	6%	-4%
Cc1ccc(/C=N/n2cnc3sc4c(c3c2=O)CCCC4)o1	-4%	?	1%	-21%	-9%	3	-4%	1%	-1%
Oc1c(N=NC(=S)Nc2ccccc2F)c2ccccc2n1Cc1cccc(Cl)c1	-1%	20%	14%	-10%	-18%	0	-6%	1%	1%
Cc1cc(C)nc(NNC(=O)NC2CCCCC2)n1	-12%	23%	-1%	-2%	3%[60.1 µM]	-2	3%	-5%	-3%
Continued:
SMILES	Pol eta inh	POLI inh	Pol beta inh	Apoferritin bind	POLK inh	LDHA inh	BLM helicase inh	APEX1 inh	Glioma ERSR ind
CC1CC(C)CN(S(=O)(=O)c2ccc(C(=O)N(C)Cc3ccccc3)cc2)C1 (stereo not given)	-19%	14%	.	.	0%	1	.	-16%	-2%
Cc1nn(-c2ccccc2)c(C)c1NC(=O)COc1ccc(C#N)cc1	-20%	26%	0%	5%	-9%	-8	1%	3%	-2%
NC(=O)CSc1nnc(NC(=O)C2CC(=O)N(c3ccc(F)cc3)C2)s1 (stereo not given)	50µM*	6%	1%	-5%	-5%	-7	-10%	7%	-1%
O=C(NNC(=O)C1CCN(c2ncccn2)CC1)c1ccccc1	-13%	15%	66%	-1%	2%	-1	-2%	4%	15%
O=C(OCC1OC(n2cnc3c(N(C(=O)c4ccccc4)C(=O)c4ccccc4)ncnc32)C(O)C1F)c1ccccc1 (stereo not given)	-16%	?	17%	?	-4%	0	-10%	-5%	2%
Cc1cccc(C=CC(=O)c2ccc(Cl)cc2)c1	2%	37%[activator]	.	.	-3%	-3	.	.	2%
CCCSCCCNC(=O)c1ccc2c(c1)sc1nc(-c3ccc(OCC)cc3)cn12	-17%	-9%	1%	4%	-3%	-5	-4%	.	-2%
O=C(CCNC(=O)c1ccc(Cl)cc1)NCCC1=CCCCC1	-6%	-18%	.	.	-14%	-13	.	-2%	5%
O=C(O)c1cc(S(=O)(=O)Nc2cccc(S(=O)(=O)N3CCCC3)c2)ccc1Cl	2%	-5%	.	.	-16%	-8	.	0%	-4%
CCOCc1c(C(=O)Nc2ccc(OC)nc2)oc2ccccc12	-6%	-12%	20%	1%	-2%	-2	-1%	0%	-2%
COCCCNC(NC(=O)c1ccc(C)cc1)C(Cl)(Cl)Cl (stereo not given)	-16%	?	-2%	-10%	-10%	-7	2%	1%	0%
COC(=O)CC1Sc2ccccc2NC1=O (stereo not given)	10%	12%	0%	?	-4%	3	1%	-5%	-2%
CN(C)C(=O)CSc1nnc(-c2cc(-c3cccs3)nc3ccccc23)o1	-6%	5%	-19%	7%	-16%	-4	0%	0%	0%
CC(O)CN1CC(O)=C(c2nc3ccccc3s2)C1=N (stereo not given)	-14%	52%[activator]	?	-4%	-1%	-1	-2%	-4%	3%
CCN(Cc1cnn(C)c1)C(=O)c1ccc(OC2CCN(S(=O)(=O)N(C)C)CC2)cc1	-10%	32%[activator]	-29%	-5%	-3%	-4	0%	4%	-1%
CC(C)(C)c1cc(NC(=O)Nc2ccccc2OC(F)(F)F)no1	-18%	-15%	-27%	-5%	-11%	-3	-9%	26%	-3%
O=C(c1ccc(Cn2cc([N+](=O)[O-])cn2)o1)N1CCCC1	-6%	48%[activator]	10%	-4%	-7%	0	-2%	18%	6%
CC1=NNC(=O)C1CCC(=O)N/N=C\c1ccccc1[N+](=O)[O-] (stereo not given)	-4%	20%	32%	-6%	-5%	-2	-1%	-4%	-1%
Cc1cc(NC(=O)c2sc(Nc3ccc(F)cc3)nc2N)no1	-18%	-11%	?	-1%	-3%	-4	-5%	-4%	5%
CC1CCCCN1CCCNC(=O)c1nn(C)c2c1CSc1ccccc1-2 (stereo not given)	1%	16%	-8%	1%	7%	-5	2%	14%	-4%
CC(=O)c1cc(C)ccc1OC(=O)c1cccc2nc(C)oc12	-2%	14%	0%	6%	9%	0	-1%	4%	-5%
CCS(=O)(=O)N1Cc2ccccc2CC1C(=O)Nc1nnc(SCc2c(Cl)cccc2Cl)s1 (stereo not given)	-2%	9%	29%	-11%	-18%	-3	-7%	8%	1%
COc1ccccc1NC(=O)CSCc1cc(=O)n2ccsc2n1	-13%	18%	40%	0%	8%	-1	2%	60%[activator]	-2%
CCOC(=O)c1ccccc1NC(=O)c1cn(CC(C)C)c(=O)c2cc(OC)c(OC)cc12	-12%	14%	1%	-6%	-4%	-2	-9%	.	-4%
Cc1nc2sc(C(c3cccc(F)c3)N3CCN(C(=O)c4ccco4)CC3)c(O)n2n1 (stereo not given)	-4%	9%	1%	-5%	-8%	-5	2%	0%	-2%
Cn1c(=O)c2c(-c3ccccc3)n(C3CCCCC3)cc2n(C)c1=O	-5%	35%[activator]	48%	-4%	-4%	-1	0%	8%	0%
COc1ccc(C2=NOC(Cn3c(Cc4ccc(Cl)cc4)nc4c3c(=O)n(C)c(=O)n4C)C2)cc1 (stereo not given)	-7%	0%	-2%	-12%	-17%	-2	0%	1%	1%
CCN(c1cc(C)cc(C)c1)S(=O)(=O)c1nnc(NC(=O)C2CCCCC2)s1	-19%	21%	-5%	-20%	3%	1	-5%	.	-5%
CCOC(=O)C1=C(COC(=O)/C=C/c2ccc(O)c(OC)c2)NC(=O)NC1C (stereo not given)	-23%	23%	.	.	0%	0	.	51%	-3%
CCN(CC)S(=O)(=O)c1ccc(NC(=O)C2c3ccccc3Oc3ccccc32)cc1	-18%	-21%	0%	-14%	-9%	-17	-6%	-1%	-2%

Another view of part of the listing above:
Structure,Pol eta inh,POLI inh,Pol beta inh,Apoferritin bind,POLK inh,LDHA inh,BLM helicase inh,APEX1 inh,Glioma ERSR ind
CC1CC(C)CN(S(=O)(=O)c2ccc(C(=O)N(C)Cc3ccccc3)cc2)C1 (stereo not given),-19%,14%,.,.,0%,1,.,-16%,-2%
Cc1nn(-c2ccccc2)c(C)c1NC(=O)COc1ccc(C#N)cc1,-20%,26%,0%,5%,-9%,-8,1%,3%,-2%
NC(=O)CSc1nnc(NC(=O)C2CC(=O)N(c3ccc(F)cc3)C2)s1 (stereo not given),50µM*,6%,1%,-5%,-5%,-7,-10%,7%,-1%
O=C(NNC(=O)C1CCN(c2ncccn2)CC1)c1ccccc1,-13%,15%,66%,-1%,2%,-1,-2%,4%,15%
O=C(OCC1OC(n2cnc3c(N(C(=O)c4ccccc4)C(=O)c4ccccc4)ncnc32)C(O)C1F)c1ccccc1 (stereo not given),-16%,?,17%,?,-4%,0,-10%,-5%,2%

Bioassay records deposited in PubChem BioAssay by National Center for Advancing Translational Sciences (NCATS).

Not all compounds are listed; count on the stated rates, not on these rows.
